SR-BI HDL uptake – mouse SR-BI HDL lipid transfer inhibition | 320,000 compounds, 0.96% hits | Q61009 | inhibition, % at 12.5 µM | ldlA[mSR-BI] CHO cells, DiI-HDL uptake fluorescence, 3 h;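 active = mean replicate inhibition of at least 70% and a set share of replicates each scoring 70 or more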;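 note: 0% = median of neutral control wells and 100% = median of positive control wells; values of inactives mirror those of a sister screen read the other way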
Target sequence (Q61009 whole entry, looked up): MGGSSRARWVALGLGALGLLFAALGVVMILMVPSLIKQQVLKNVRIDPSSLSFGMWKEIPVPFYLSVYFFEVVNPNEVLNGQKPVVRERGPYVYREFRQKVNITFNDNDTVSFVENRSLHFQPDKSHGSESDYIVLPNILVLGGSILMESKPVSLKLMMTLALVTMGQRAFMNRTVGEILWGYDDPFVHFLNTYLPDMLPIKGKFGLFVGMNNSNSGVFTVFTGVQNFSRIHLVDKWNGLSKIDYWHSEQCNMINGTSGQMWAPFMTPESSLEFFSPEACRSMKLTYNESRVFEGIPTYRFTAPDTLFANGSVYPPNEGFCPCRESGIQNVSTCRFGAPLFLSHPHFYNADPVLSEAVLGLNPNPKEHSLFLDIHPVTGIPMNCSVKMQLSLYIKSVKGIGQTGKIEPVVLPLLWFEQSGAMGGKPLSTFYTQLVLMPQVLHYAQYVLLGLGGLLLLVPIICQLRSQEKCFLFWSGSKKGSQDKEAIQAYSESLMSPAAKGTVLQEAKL
SR-BI DiI-HDL act – SR-BI HDL lipid transfer activation; CHO ldlA[mSR-BI] cells, DiI-HDL uptake fluorescence, 3 h; 100 = double the neutral-control signal; activation, % at 12.5 µM; 320,000 compounds, 0.096% hits; AID 504775;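 active = mean replicate activation of at least 60% and every replicate at or above 60%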;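 note: 0% = median plate neutral-control signal and 100% = twice that signal; values of inactives mirror those of a sister screen read the other way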
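Material: SR-BI-overexpressing, LDLR-lacking CHO cells; schedule: compound exposure 3 h, 37 °C; reagent: DiI-labelled HDL at 10 µg/mL final; technique: bottom-read fluorescence, 550/595 nm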
PKA-R2B activ – activators of human PKA-R2B complex; P22694+P31323; 340,000 compounds, 0.079% hits; AID 504700; PKA-R2B holoenzyme dissociation, Cy5-IP20 fluorescence polarization; R2B truncated from residue 108, S112A mutant; 0% DMSO only, 100% 113 µM cGMP; activation, % at 11.4 µM;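 active = activation above a cutoff set at the mean over all compounds plus 3 SD, cut at about 18% in these data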;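 note: higher means more holoenzyme dissociation and a rise in polarization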
LANA DNA inh – KSHV C-LANA DNA binding inhibition; inhibition, % at 9 µM; MBP-C-LANA/FAM-LBS DNA binding, fluorescence polarization; 340,000 compounds, 0.078% hits;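 active = highest replicate inhibition at or above 60% at 9 µM, even if other replicates fall short; inactive = all replicates below 60% inhibition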;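 note: 0% = neutral control wells and 100% = 4 µM acridine orange control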
NSD2 inh – blocks human histone methyltransferase NSD2; O96028; inhibition, % at 12.5 µM; NSD2 peptide methylation, AlphaScreen, 120 min; 310,000 compounds, 0.54% hits; in the data active = inhibition above about 50%
DAGLB inhibitor – blocks human DAGLB lipase activity. Q8NCG7. HEK293T DAGLB membrane lysate, EnzChek fluorogenic substrate. inhibition, % at 5.17 µM. 340,000 compounds, 0.059% hits. AID 504411; in the data active = inhibition above about 34%;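 note: 0% = enzyme with vehicle and 100% = wells lacking enzyme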
Cardiac RTF inh – cardiac RTF calcium desensitization; IANBD-labeled cardiac RTF, Ca2+ fluorescence; inhibition, % at 7.15 µM; 340,000 compounds, 0.12% hits;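 active = inhibition above the mean inhibition of all tested compounds plus 3 SD, cut at about 17% in these data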;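 note: assay run at fixed EC70 calcium of 1.6 mM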
PvdQ inh – P. aeruginosa PvdQ acylase inhibition. purified PvdQ acylase, fluorescence plate reader. inhibition, % at 10 µM. 340,000 compounds, 0.063% hits. AID 488965; in the data active = inhibition above about 30%, passing the limit was not always enough;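 note: 0% = vehicle neutral wells and 100% = reference inhibitor wells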
Keap1 Nrf2 FP – inhibitors of human Keap1-Nrf2 protein-protein interaction; inhibition, % at 9.4 µM; 340,000 compounds, 0.15% hits; Q14145; Keap1 Kelch-Nrf2 peptide fluorescence polarization, 1536-well; in the data active = inhibition above about 12%;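 note: human Keap1 Kelch domain with fluorescein labeled Nrf2 9mer peptide probe; 0% = neutral control wells and 100% = peptide positive control; higher means more block of Keap1 binding to Nrf2 peptide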
Target sequence (Q14145 whole entry, looked up, the tested form may be a part): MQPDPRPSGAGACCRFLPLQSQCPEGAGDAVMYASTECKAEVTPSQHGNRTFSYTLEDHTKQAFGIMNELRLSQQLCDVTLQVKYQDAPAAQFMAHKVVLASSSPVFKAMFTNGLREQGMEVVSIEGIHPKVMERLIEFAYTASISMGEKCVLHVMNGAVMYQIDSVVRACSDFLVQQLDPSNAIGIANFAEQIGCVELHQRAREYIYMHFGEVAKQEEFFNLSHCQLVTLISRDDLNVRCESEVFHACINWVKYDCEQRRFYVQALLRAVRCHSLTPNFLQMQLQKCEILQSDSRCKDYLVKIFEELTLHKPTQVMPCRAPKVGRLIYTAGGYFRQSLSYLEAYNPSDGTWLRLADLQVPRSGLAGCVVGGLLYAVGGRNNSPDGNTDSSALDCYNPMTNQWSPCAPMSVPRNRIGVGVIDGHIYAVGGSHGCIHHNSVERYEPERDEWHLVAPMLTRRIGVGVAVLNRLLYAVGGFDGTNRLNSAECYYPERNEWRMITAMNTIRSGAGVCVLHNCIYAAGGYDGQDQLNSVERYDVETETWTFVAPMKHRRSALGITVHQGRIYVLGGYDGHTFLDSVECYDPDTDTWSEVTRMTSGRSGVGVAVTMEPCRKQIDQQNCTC
Arrestin-AP2 inh – blocks beta-arrestin peptide binding to AP2 adaptin. 340,000 compounds, 0.31% hits. FITC-arrestin peptide / GST-AP2 beads, flow cytometry; AP2 beta2 appendage carries R879A mutation. inhibition, % at 10 µM. AID 504490;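 active = inhibition above a set limit, near 3 SD of compounds lacking own fluorescence, cut at about 54% in these data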;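 note: plate controls were DMSO wells for no effect and 5 µM unlabelled arrestin peptide for full effect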
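System: GST-AP2 R879A glutathione beads; medium: PBS, Tween 20 0.05%, BSA 0.1%; reagent: fluorescein-tagged arrestin peptide at 50 nM final; schedule: pre-incubation 12 min, peptide binding 1 h, room temperature; detection: flow cytometry, FL1 (488/535 nm); read-out: inhibition as reduced fluorescein signal on beads, percent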
An asterisk follows results filed as active; . = not tested or not shown.

Compound,SR-BI HDL uptake,SR-BI DiI-HDL act,PKA-R2B activ,LANA DNA inh,NSD2 inh,DAGLB inhibitor,Cardiac RTF inh,PvdQ inh,Keap1 Nrf2 FP,Arrestin-AP2 inh
N#C/C(=C\c1ccc(Cl)s1)C(=O)N1CCN(c2ccccc2)CC1,-12,12,11,0.3,-1,-10,-6,-11,-5,-8
O=C(CC(=O)c1cccnc1)c1ccccc1,1,-1,9,0.7,-2,1,-1,-23,-6,18
CC(=O)/C=C\c1ccc(OC(=O)c2cccnc2)cc1,2,-2,-3,-1.6,5,0,-16,-23,-3,-15
Cc1cccc(C(=O)N/N=C/c2ccc3c(c2)OCO3)n1,8,-8,4,0.6,-6,0,2,-5,-6,4
Cc1noc(C)c1C(=O)N1CCN(CCc2ccccc2)CC1,-11,11,5,0.4,0,2,-5,-8,0,6
COc1ccc(-n2c(=O)c3ccccc3n(CC(=O)OCc3ccccc3)c2=O)cc1OC,-7,7,3,-0.3,-1,1,-6,-17,0,-4
COc1ccc(NC(=O)CCc2nc3ccccc3[nH]2)cc1,.,.,-1,0.5,.,0,-5,-11,0,3
O=C(c1cccs1)c1ccccc1Cc1cccs1,11,-11,-7,1.4,-6,-9,4,-14,0,7
CC(C)(C)C(=O)Cn1c(NCCO)nc2ccccc21,-1,1,-3,-0.5,-2,-1,-2,12,2,5
CC1CC(C)(C)CC2(C1)NC(=O)N(CC(=O)NCCc1c[nH]c3ccccc13)C2=O (centres undefined),6,-6,10,-1.1,1,4,-4,1,2,-13
COc1cc(NC(=O)CSc2nc3[nH]c(=O)cc(O)c3s2)cc(OC)c1OC,-2,2,-2,0.8,2,3,-6,-12,-1,-3
O=C(Nc1cccc(-c2cn3ccccc3n2)c1)C1CC1,-2,2,-5,-0.3,2,-1,1,-10,-3,4
CC(=O)c1c(C)[n+]([O-])c2ccc3c(non3O)c12,-2,2,3,1.7,0,0,4,-9,0,-10
CCOc1ccc(NC(=O)[C@@H](NC(=O)OCc2ccccc2)[C@@H](C)CC)cc1,-27,27,-5,-2.3,0,0,1,7,-1,3
CC(=O)Nc1cccc(NC(=O)CS(=O)(=O)c2cn(CC(=O)N3CCOCC3)c3ccccc23)c1,.,.,-13,1.6,0,0,-7,-4,4,4
Cc1cc(C)n2[nH]c(=O)c(N=Nc3ccc(S(N)(=O)=O)cc3)c2n1,-7,7,-5,-0.7,1,2,5,17,-4,9
COc1ccc(Br)cc1/C=N/NC(=O)c1ccc2nc[nH]c2c1,28,-28,-1,-1.1,0,1,-2,9,-1,35
OC(CNCC1COc2ccccc2O1)COCc1cccs1 (centres undefined),-10,10,-8,2.2,10,-3,5,-1,1,-6
COc1ccc(NC(=O)C2CC(=O)NC3=C2C(=O)CC(C)(C)C3)cc1 (centres undefined),1,-1,3,-0.3,11,0,-4,-10,-7,-3
O=C(NCCOc1ccccc1)C1CCC(=O)N(CCc2ccccn2)C1 (centres undefined),-9,9,-8,0.8,1,2,-3,-15,-1,-3
C=CC[n+]1c(-c2ccc(OC)c(OC)c2)csc1NNC(=O)Nc1ccccc1,29,-29,4,0.5,5,0,-12,-2,-3,0
Cc1ccc(-n2c(C)cc(/C=N/NC(N)=S)c2C)cc1,30,-30,-6,-0.7,0,3,-22,-9,-1,-1
Cc1ccccc1N(C(=O)c1snc(C(N)=O)c1N)C(C)C(=O)NC1CCCCC1 (centres undefined),83*,-83,3,0.0,78*,1,-9,-12,-4,-5
COc1ccccc1NC(=O)c1ccc(CSc2ccccc2)o1,-17,17,-18,0.3,-1,-10,-4,4,-2,18
CCn1c(C)nc2cc(-c3nc4n(n3)Cc3ccccc3-4)ccc21,23,-23,3,-1.2,.,-1,3,-2,-5,-2
CC1(C)CC(=O)c2sc(NS(=O)(=O)c3ccc(Cl)cc3)nc2C1,.,.,0,-1.6,0,2,-12,7,-5,24
Cc1cccc(C)c1OCC(O)Cn1c2ccccc2c2ccccc21 (centres undefined),31,-31,-6,17,-6,-10,0,-3,3,6
C/C(=N/NC(=O)C1COc2ccccc2O1)c1ccc(Br)s1 (centres undefined),6,-6,-16,29,-1,-2,2,-6,2,38
CC(SCc1ccc(C(=O)O)o1)c1ccc(C(=O)O)o1 (centres undefined),-11,11,-7,-5.3,2,-2,0,11,-3,32
COc1ccnc2c1c(=O)n(Cc1ccc(Cl)cc1Cl)c(=O)n2C,27,-27,-2,0.4,-4,-3,-2,-11,-3,-14

Only DAGLB inhibitor (three entries from above):
SMILES	DAGLB inhibitor
Cc1ccc(-n2c(C)cc(/C=N/NC(N)=S)c2C)cc1	3
Cc1cccc(C)c1OCC(O)Cn1c2ccccc2c2ccccc21 (centres undefined)	-10
CC(=O)c1c(C)[n+]([O-])c2ccc3c(non3O)c12	0

(next part)
Compound,SR-BI HDL uptake,SR-BI DiI-HDL act,PKA-R2B activ,LANA DNA inh,NSD2 inh,DAGLB inhibitor,Cardiac RTF inh,PvdQ inh,Keap1 Nrf2 FP,Arrestin-AP2 inh
Cc1nn(C)c(C)c1S(=O)(=O)N(CC(=O)NCCCN1CCC(C)CC1)c1ccc(C(C)C)cc1,-25,25,2,-1.2,0,0,-8,6,-4,3
c1ccc2c(c1)oc1c(NCCN3CCOCC3)ncnc12,-4,4,-8,-0.6,10,2,-1,-4,0,7
CN(C)N1C(=O)/C(=C/c2ccco2)SC1=Nc1ccccc1,-9,9,16,4.3,1,-1,-11,7,1,1
O=C(COC(=O)CNS(=O)(=O)c1ccc(Br)cc1Cl)NC1CC1,-16,16,-23,-0.2,0,2,-15,-15,-1,-6
CC(=O)Nc1c2c(nn1-c1cccc(C)c1)CSC2,-5,5,5,-1.0,0,-1,-4,-6,1,11
O=C(O)COc1ccc(/C=N/NC(=O)c2cn(-c3ccccc3)nc2-c2ccccc2)cc1,-8,8,-4,-0.8,.,-1,-22,-9,0,-10
O=c1oc2ccccc2c2c1ccc1ccccc12,-18,18,-3,1.2,.,-6,-5,-15,-1,1
O=C(Cc1cccc2ccccc12)NCC1CCCO1 (centres undefined),-23,23,1,-0.4,-51,0,8,-16,-1,4
Cc1ccc(N(CC(=O)NCc2ccccc2)C(=O)CCC(=O)Nc2ccccn2)c(C)c1,-11,11,-2,-1.0,2,1,-6,-11,-2,2
CC(C)(Cc1ccc(O)cc1)NC(=O)CC(=O)N/N=C/c1ccc(Cl)cc1,4,-4,-1,-2.0,-3,-1,-6,-8,-4,-5
CC12CCC(=O)CC1CCC1C2CCC2(C)C1CCC2(O)C(=O)CO (centres undefined),-14,14,7,8.8,-2,2,1,15,1,2
COc1cccc(OCC(=O)Nc2c3c(nn2-c2ccc(F)cc2)CS(=O)(=O)C3)c1,14,-14,3,-1.5,.,-3,-5,-12,-4,-8
COc1ccc(NC(C)=O)cc1NC(=O)C1CCN(C(=O)Nc2ccccc2)CC1,15,-15,-11,-2.2,8,1,-5,-12,3,-4
CCCn1c(NCCO)nc2ccccc21,-15,15,-3,-1.2,1,3,0,-4,-8,9
CN(C)Cc1c(C(=O)N/N=C/c2ccc(OCc3c(F)cccc3Cl)cc2)nnn1-c1nonc1N,51,-51,-7,1.1,-3,-2,3,-9,4,-13
CCOc1ccc(Br)cc1S(=O)(=O)Nc1ccc(NC(=O)c2ccccc2F)cc1,-1,1,-13,-0.4,0,1,0,22,-3,-2
CC(C)C[C@H]1COCCS(=O)(=O)N1Cc1ccccc1F,-4,4,-1,1.5,.,-2,-2,-10,-9,2
O=C(CSc1nccn1-c1ccccc1)NO,.,.,-1,1.6,13,-3,1,-2,-3,5
COc1ccc(-n2c(SCC(=O)N(C)C3CCS(=O)(=O)C3)nc3ccc(O)cc3c2=O)cc1OC (centres undefined),-10,10,2,-4.8,-1,2,-2,-6,2,-10
COC(=O)c1ccc(CNC(=O)c2ccc3c(c2)NC(=O)CS3)cc1,11,-11,-7,-0.2,-1,1,-15,-14,-4,-8
Cc1[nH]c2ccccc2c1C(=O)COC(=O)c1ccc([N+](=O)[O-])s1,27,-27,-1,-0.1,1,2,-8,0,-6,0
O=C(NCc1ccc2c(c1)OCO2)C(=O)NCC1OCCN1S(=O)(=O)c1ccc(Cl)cc1 (centres undefined),-16,16,0,-1.4,-1,-1,5,3,0,39
CC(=O)NC1(c2cccc(F)c2)CCN(C(=O)Nc2ccc(C#N)cc2)CC1,-7,7,-12,0.0,2,-1,6,-10,-3,7
O=C(O)CN1C(=O)NC2(CCc3ccccc32)C1=O (centres undefined),-15,15,-11,0.0,-1,-4,2,-2,3,21
Cc1noc(C(=O)N2CCN(c3ccccc3)CC2)c1Cl,-30,30,0,0.1,.,-5,-6,-3,1,23
CC(C)(C)c1nnc2sc(SC/C(O)=C(\C#N)c3nc4ccccc4[nH]3)nn2c1=O,54,-54,-9,0.4,.,1,-23,-5,-6,-3
N/C(=N\OC(=O)Cc1cccs1)c1ccc(Br)cc1,6,-6,-1,0.4,-25,-10,6,1,-5,7
O=C(O)Cn1c(COc2ccc(Cl)cc2)nc2ccccc21,11,-11,-8,0.2,1,-1,-1,-8,-1,5
Fc1cccc(NC(=S)NCc2ccc(Cl)cc2)c1,5,-5,3,-0.7,-1,0,-15,-10,2,4
O=C(NCCc1ccc(O)c(O)c1)C1COc2ccccc2O1 (centres undefined),1,-1,-10,0.1,-9,1,5,-10,-3,14

Whole records, looked up by structure.
Listed for `COc1ccccc1NC(=O)c1ccc(CSc2ccccc2)o1` : SR-BI HDL uptake: -17; SR-BI DiI-HDL act: 17; PKA-R2B activ: -18; LANA DNA inh: 0.3; NSD2 inh: -1; DAGLB inhibitor: -10; Cardiac RTF inh: -4; PvdQ inh: 4; Keap1 Nrf2 FP: -2; Arrestin-AP2 inh: 18
Listed for `O=C(Nc1cccc(-c2cn3ccccc3n2)c1)C1CC1` : SR-BI HDL uptake: -2; SR-BI DiI-HDL act: 2; PKA-R2B activ: -5; LANA DNA inh: -0.3; NSD2 inh: 2; DAGLB inhibitor: -1; Cardiac RTF inh: 1; PvdQ inh: -10; Keap1 Nrf2 FP: -3; Arrestin-AP2 inh: 4

(list continues)
Compound,SR-BI HDL uptake,SR-BI DiI-HDL act,PKA-R2B activ,LANA DNA inh,NSD2 inh,DAGLB inhibitor,Cardiac RTF inh,PvdQ inh,Keap1 Nrf2 FP,Arrestin-AP2 inh
OCC1(CCc2ccccc2)CCCN(CCCc2ccccc2)C1 (centres undefined),13,-13,-9,-0.6,0,-4,-1,0,-5,22
O=C(Cc1n[nH]c(=O)c2ccccc12)Nc1cc(C(F)(F)F)ccc1-n1cncn1,-10,10,-20,0.5,-1,-2,6,-6,5,-8
CCOc1ccc(NC(=O)COC(=O)c2c(OC)cccc2OC)cc1,2,-2,-4,1.4,-2,-2,6,-14,-1,6
CCC(C)Sc1nc2c(cnn2-c2ccccc2)c(=O)[nH]1 (centres undefined),16,-16,0,-0.2,.,-1,-10,-13,-8,3
Cc1cc(NC(=O)COc2ccc3oc4ccccc4c3c2)no1,-26,26,-12,-1.4,-1,0,-1,-18,-1,0

Bioassay records from PubChem BioAssay.
